Screening results deposited in PubChem by National Center for Advancing Translational Sciences (NCATS).
LDHA inh = LDHA (human) enzyme inhibition | P00338 | purified LDHA, NADH/diaphorase-resazurin fluorescence; active compounds read low | activity change, % (values are at about 110 or 230 µM) | 480,000 compounds, 0.15% hits; in the data active = activity change below about -30%; inconclusive = mostly about -25% to -30%;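 also: plate controls were DMSO wells for no effect and wells without enzyme for full effect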
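LDH5 2 nM; NADH 0.06 mM, pyruvate 0.2 mM; 200 mM Tris pH 7.4, EDTA, Tween-20; 5 min RT. Detection: diaphorase 0.133 mg/mL + resazurin 37 µM, fluorescence ex540/em590 at 0 and 20 min; normalized to enzyme-free and DMSO wells.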
D2 antag = antagonizes the human D2 dopamine receptor | inhibition, % at 10 µM | HEK293 TREx D2 cells, calcium flux, dopamine EC80 | 340,000 compounds, 2% hits; in the data active = inhibition above about 30%; also: 0% is about no effect
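Measurement of antagonist activity uses fluorescent calcium dye in inducible HEK293 T-REx D2 cells: 10 s baseline, compound addition with 180 s read, EC80 dopamine addition with a further 180 s read.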
Vif-APOBEC3G blk = Vif-A3G binding inhibition; Potency, µM (doses to about 46.1 µM), inactives show top-dose activity, negative = active, usual class: inhibitors; 410,000 compounds, 0.076% hits; Q9HC16; AID 602310; HeLa A3G-eYFP + Vif (tagged APOBEC3G with the HIV-1 protein that degrades it), YFP fluorescence, overnight;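 also: potency is read from the fitted curve at half-maximal effect; % is scaled to controls: 0 for no effect and ±100 for the full control effect; nearly all actives have a fitted effect of over 60% in size; hits raise eYFP signal because A3G escapes Vif-driven loss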
Target sequence (Q9HC16 whole entry, looked up): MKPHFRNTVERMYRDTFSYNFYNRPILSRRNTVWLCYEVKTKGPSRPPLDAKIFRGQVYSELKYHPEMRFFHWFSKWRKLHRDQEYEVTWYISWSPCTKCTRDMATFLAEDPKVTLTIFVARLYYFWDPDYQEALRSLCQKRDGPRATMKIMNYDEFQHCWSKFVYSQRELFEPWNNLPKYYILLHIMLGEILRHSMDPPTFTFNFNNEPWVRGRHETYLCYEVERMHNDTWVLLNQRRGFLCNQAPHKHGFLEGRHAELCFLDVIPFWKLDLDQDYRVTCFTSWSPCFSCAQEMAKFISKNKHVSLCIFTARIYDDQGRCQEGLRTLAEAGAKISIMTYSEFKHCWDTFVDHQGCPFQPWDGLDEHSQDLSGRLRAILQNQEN
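Read-out is eYFP fluorescence (Ex 488/Em 500-530) from Vif-expressing HeLa A3G-eYFP cells; more signal means A3G escaped Vif-mediated degradation. Cells plated overnight, compound pinned in, incubated overnight at 37 deg C.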
RGS4 inhibitor = inhibitors of human regulator of G protein signaling 4; AID 504845; Potency, µM (top dose mostly 114 µM), without a hit: top-dose activity change, negative = inhibition, hits mostly inhibitors; Transcreener GDP fluorescence polarization, RGS4-accelerated GTP hydrolysis; P49798; 390,000 compounds, 0.039% hits; also: potency is read from the fitted curve at half-maximal effect; % is scaled to controls: 0 for no effect and ±100 for the full control effect; nearly all actives have a fitted effect of over 75% in size; some results filed as inactive show a strong effect at the top dose
Target sequence (P49798 whole entry, looked up): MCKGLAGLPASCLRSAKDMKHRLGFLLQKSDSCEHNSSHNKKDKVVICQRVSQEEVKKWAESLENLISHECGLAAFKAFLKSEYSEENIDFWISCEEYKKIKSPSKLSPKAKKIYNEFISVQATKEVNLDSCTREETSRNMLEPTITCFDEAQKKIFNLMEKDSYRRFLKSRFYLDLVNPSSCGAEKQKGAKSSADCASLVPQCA
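MLSMR compounds (23 nl, pin-transferred) preincubated 10 min at room temperature with a 500nM (2x) first reagent, then RGS4 at 900nM (2x) plus Transcreener GDP mix added; fluorescence polarization (620/688 nm) read before and after 90 min at 30 °C.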
Vif-A3F inh = Vif-A3F binding inhibition; HeLa A3F-eYFP + Vif (tagged APOBEC3F with the HIV-1 protein that degrades it), YFP fluorescence increase; Potency, µM (titrated, usually from 46.1 µM), for inactives: at the highest dose activity, negative = active; 390,000 compounds, 0.2% hits; also: potency is read from the fitted curve at half-maximal effect; % of control where 0% means no effect; nearly all actives have a fitted effect of over 65% in size
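HeLa cells stably expressing Vif plus C-terminally eYFP-tagged A3F were seeded, incubated overnight at 37 deg C, dosed with compound, incubated overnight again at 37 deg C. Yellow fluorescence (Ex 488/Em 500-530) reported blocked Vif-mediated A3F-eYFP degradation.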
ALOX12 inh = blocks human arachidonate 12S-lipoxygenase; purified 12hLO, xylenol orange hydroperoxide absorbance; Potency, µM (series often up to 108 µM), for the others: top-dose activity change, negative = inhibition, hits mostly inhibitors; 580,000 compounds, 1.1% hits; AID 1671190; also: potency is read from the fitted curve at half-maximal effect; % is scaled to controls: 0 for no effect and ±100 for the full control effect
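Hydroperoxide product was detected by ferrous iron/xylenol orange as the 573 to 405 nm absorbance ratio. Arachidonic acid at 40 uM (final) was turned over for 30 min at room temperature by 150 nM human 12hLO, pH 7.0 Hepes buffer, after 15 min compound preincubation.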
D2 agonist = activates the human D2 dopamine receptor; HEK293 T-REx D2 cells, calcium flux agonist mode; activation, % at 2 µM; 340,000 compounds, 0.53% hits;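 active = activation over 3 SD above normal in the single-dose calcium agonist read, cut at about 30% in these data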; also: 0% is about no effect
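Tetracycline-induced HEK293 T-REx cells with force-coupled D2 receptor, plated overnight at 30 C, loaded with no-wash calcium dye. After a 10 s baseline, compound was pin-added and calcium flux read kinetically for 180 s; calcium rises flagged agonists.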
Glioma ERSR ind = inducers of ER stress response in human glioma cells | U87-MG GRP78 promoter luciferase reporter, 16 h | Potency, µM, for the others: top-dose activation, usual class: activators | 420,000 compounds, 0.02% hits; also: potency is read from the fitted curve at half-maximal effect; series mostly up to about 76 µM; % of control where 0% means no effect; nearly all actives have a fitted effect of over 35% in size
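Stably transfected U87-MG glioma cells carrying a GRP78-based luciferase sensor; 16 h compound incubation. Luminescence end-point read 10 min after Bright-Glo addition at room temperature.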
ERG-DNA inh = inhibitors of human ERG Ets domain-DNA interaction | P11308 | fluorescence polarization, His-ERG Ets domain / labelled DNA | Potency, µM (series often up to 76.9 µM), without a hit: at the highest dose FP activity, negative = inhibition, actives largely listed as inhibitors | 370,000 compounds, 0.028% hits | AID 624246; active = well fitted inhibition curve with a large enough effect in the polarisation, with a control signal flat; inconclusive = small, poorly fitted or top-dose-only effect, or effect the other way, or a change in a side signal; inactive = no such curve, though single readings can be large or run the other way; the % refers to the polarisation;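 also: polarization taken with two DNA probes labelled with fluorescein and Texas red; potency is read from the fitted curve at half-maximal effect; % of control where 0% means no effect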
Target sequence (P11308 whole entry, looked up, the tested form may be a part): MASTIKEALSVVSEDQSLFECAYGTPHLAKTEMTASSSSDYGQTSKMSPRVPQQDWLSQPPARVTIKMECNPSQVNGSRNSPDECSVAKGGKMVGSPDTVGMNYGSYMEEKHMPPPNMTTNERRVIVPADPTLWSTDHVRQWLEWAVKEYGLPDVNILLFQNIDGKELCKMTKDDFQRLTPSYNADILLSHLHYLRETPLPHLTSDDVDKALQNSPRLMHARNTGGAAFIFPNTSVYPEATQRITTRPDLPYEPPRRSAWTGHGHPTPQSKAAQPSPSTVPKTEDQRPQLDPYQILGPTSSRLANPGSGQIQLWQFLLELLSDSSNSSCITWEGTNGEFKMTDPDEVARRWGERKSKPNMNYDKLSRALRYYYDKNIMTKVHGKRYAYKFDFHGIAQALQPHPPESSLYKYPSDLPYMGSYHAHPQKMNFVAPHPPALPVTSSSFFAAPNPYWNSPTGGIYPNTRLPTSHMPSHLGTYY
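His-tagged ERG Ets domain (1 uM in the protein solution; 300mM KCl, 50mM Tris-HCl, 1mM EDTA, 1mM DTT, pH 7.5) received compound, then a probe mix of 5 nM fluorescein-DNA and 100nM Texas-615-DNA. Fluorescence polarization was read for both dyes.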
The depositor's hits bear a star; ? = inconclusive; . = not tested or not shown; [ ] = another dose, or the depositor's remark. Unless noted, calls follow the shape of the dose curve; as a rule, active = well fitted curve in the direction sought with a large enough effect; inconclusive = small, poorly fitted or top-dose-only effect, or another doubt; inactive = no such curve, though single readings can be large; an effect the other way counts as inactive or inconclusive.

1) O=C(O)C1Cc2ccccc2CN1S(=O)(=O)c1ccc2ccccc2c1 (configuration not stated)
2) CC(C)n1c(SC2C(=O)CC(C)(C)CC2=O)nc2c1c(=O)n(C)c(=O)n2C
3) O=C(c1cccc(NC2=NC3CS(=O)(=O)CC3S2)c1)N1CCN(c2cccc(Cl)c2)CC1 (configuration not stated)
4) Cc1ccccc1C(=O)Nc1c2c(nc3ccccc13)CCCC2
5) O=C(Cc1cccc(NC(=O)C2CCN(C(=O)C3CCC3)CC2)c1)Nc1cccc(C(=O)N2CCCCC2)c1
6) CCN(CC)CCCN1C(=O)C(=O)/C(=C(/O)c2c(C)nc3ccccn23)C1c1ccc(C)o1 (configuration not stated)
7) OC1COC(c2ccccc2)OC1C1OC(c2ccccc2)OCC1O (configuration not stated)
8) COc1ccc(CNC(=O)CC(C)S(=O)(=O)c2ccc3c(c2)NC(=O)CO3)cc1 (configuration not stated)

| compound no. | 1 | 2 | 3 | 4 | 5 | 6 | 7 | 8 |
| --- | --- | --- | --- | --- | --- | --- | --- | --- |
| LDHA inh | 6 | -1 | -4 | -2 | -2 | -2 | 4 | -2 |
| D2 antag | -10 | 3 | . | 8 | . | . | . | 5 |
| Vif-APOBEC3G blk | 2% | -3% | -4% | -2% | 4% | -1% | 1% | 2% |
| RGS4 inhibitor | 17% | -10% | 1% | 0% | 5% | 7% | 9% | -12%[56.9 µM] |
| Vif-A3F inh | 9% | -8% | -3% | 0% | 8% | 0% | -3% | -19% |
| ALOX12 inh | ? | ? | 0% | -1% | -17% | -1% | 0% | -2% |
| D2 agonist | -0.8 | -0.2 | . | -0.4 | . | . | . | 0.1 |
| Glioma ERSR ind | -1% | -1% | ? | -4% | -2% | -1% | -3% | -6% |
| ERG-DNA inh | 4% | . | 4% | 3% | -10% | 9% | -17% | -1% |

Overlap with the part before: three entries, then new ones.
6) CCN(CC)CCCN1C(=O)C(=O)/C(=C(/O)c2c(C)nc3ccccn23)C1c1ccc(C)o1 (configuration not stated)
7) OC1COC(c2ccccc2)OC1C1OC(c2ccccc2)OCC1O (configuration not stated)
8) COc1ccc(CNC(=O)CC(C)S(=O)(=O)c2ccc3c(c2)NC(=O)CO3)cc1 (configuration not stated)
9) COc1ccc(N(C(=O)c2csnn2)C(C(=O)NC2CCCC2)c2cccs2)cc1 (configuration not stated)
10) O=C(O)COc1cccc(NC(=O)C2CCCO2)c1 (configuration not stated)
11) CC(=O)c1ccc(NC2c3ncccc3C(=O)N2Cc2ccc(F)cc2)cc1 (configuration not stated)
12) COc1cccc(OC)c1C(=O)Nc1ccc(S(=O)(=O)Nc2nccc(C)n2)cc1
13) COc1cc(OC)cc(C(=O)N[C@H](C(=O)OCC(=O)Nc2ccc(F)c(F)c2F)C(C)C)c1
14) Cc1cc(OCC(=O)Nc2ccc(CN3CCCCC3)cc2)ccc1Cl
15) CCOC(=O)c1ccc(N2C(=O)c3[nH]nc(-c4ccc(C)cc4)c3C2c2cccs2)cc1 (configuration not stated)
16) Cc1ccc(C)c(OCc2ccc(C(=O)N3N=C(C(F)F)CC3(O)C(F)F)o2)c1 (configuration not stated)

| compound no. | 6 | 7 | 8 | 9 | 10 | 11 | 12 | 13 | 14 | 15 | 16 |
| --- | --- | --- | --- | --- | --- | --- | --- | --- | --- | --- | --- |
| LDHA inh | -2 | 4 | -2 | -3 | -3 | 1 | -10 | 1 | -5 | -8 | 0 |
| D2 antag | . | . | 5 | -29 | -8 | -11 | . | 5 | 9 | . | 14 |
| Vif-APOBEC3G blk | -1% | 1% | 2% | 3% | 3% | 0% | 2% | 1% | 3% | -27% | -1% |
| RGS4 inhibitor | 7% | 9% | -12%[56.9 µM] | -8% | -21% | -2% | -3% | -32% | -9% | -8% | -28% |
| Vif-A3F inh | 0% | -3% | -19% | -2% | -3% | 4% | -1% | 1% | -2% | -7% | -10% |
| ALOX12 inh | -1% | 0% | -2% | -5% | 409%[activator] | -21% | -25% | 8% | -2% | -16% | 5% |
| D2 agonist | . | . | 0.1 | 0.4 | -0.4 | -0.6 | . | -1.1 | 2.4 | 0.4 | -0.8 |
| Glioma ERSR ind | -1% | -3% | -6% | -4% | 0% | -3% | 0% | -5% | -3% | -2% | -6% |
| ERG-DNA inh | 9% | -17% | -1% | 10% | 5% | 2% | 2% | 5% | 5% | -2% | 6% |

Later entries
Values run as follows: LDHA inh | D2 antag | Vif-APOBEC3G blk | RGS4 inhibitor | Vif-A3F inh | ALOX12 inh | D2 agonist | Glioma ERSR ind | ERG-DNA inh
17	CC(C)/C=C1\CC/C(=C\c2ccc(N(C)C)cc2)C1=O
    -3 | 27 | -5% | -7% | ? | -17% | 92* | 4% | .
18	COC(=O)c1ccc(Cl)cc1NC(=O)Nc1nnc(N2CCCC2)s1
    -2 | . | -2% | 9% | -10% | -15% | 1.6 | -1% | -8%
19	COc1ccc(NC(=O)CSc2nc3scc(C)c3c(=O)[nH]2)cc1
    -7 | 5 | 1% | -23% | 4% | -3% | -1.0 | -2% | 1%
20	Cc1nc(-c2ccc(NC(=O)C3CC3)cc2)cs1
    -8 | 1 | 2% | -8% | 0% | -12% | -1.6 | 1% | -19%
21	CC(C)c1nnc(NC(=O)CCC(=O)N2CCN(c3ccccc3F)CC2)s1
    -3 | . | -3% | 21%[11.4 µM] | -7% | 6% | . | -5% | 6%
22	CC(=O)N1CCN(C(=O)c2cc(S(=O)(=O)N(C)c3ccc(F)cc3)ccc2Cl)CC1
    -8 | 4 | 1% | 16% | 6% | 10% | -0.5 | -1% | 1%
23	CCNc1sc(C(=O)c2cccs2)c(N)c1C#N
    -2 | 1 | 1% | ? | 1% | ? | -0.4 | -3% | 0%
24	O=c1c2ccccc2nnn1Cc1ccccc1
    -3 | -15 | -3% | -43% | 3% | -15% | -0.8 | 5% | 4%
25	Cc1ccc(N2CCN(S(=O)(=O)c3ccc4oc(=O)ccc4c3)CC2)c(C)c1
    -3 | 18 | 0% | -3% | 3% | 18% | 4.7 | -3% | -11%
26	CC(C)c1ccc(Nc2c([N+](=O)[O-])c(=O)n(C)c3ccccc23)cc1
    0 | 9 | 4% | -4% | 0% | 1% | -2.3 | -3% | 9%
27	COc1ccc(CN2C(=O)c3cccnc3C2Nc2cc(Cl)ccc2OC)cc1 (configuration not stated)
    7 | -22 | 2% | 27% | -8% | 13µM* | 0.5 | 7% | -12%
28	O=C(C1CCC(CNc2c(N3CCCCC3)c(=O)c2=O)CC1)N1CCCCC1 (configuration not stated)
    -1 | 9 | -6% | -18% | -5% | 0% | -1.0 | -1% | -9%
29	O=C1C2CC=CCC2C(=O)N1c1n[nH]c(-c2ccccc2)n1 (configuration not stated)
    -4 | -13 | 0% | -3% | 0% | 94%[activator] | -0.9 | 1% | 5%
30	Cc1cc(C)cc(NC(=O)N2CCCN(Cc3c(F)cccc3Cl)CC2)c1
    -9 | 9 | -3% | 3% | 0% | -13% | -0.8 | 0% | -8%
31	CCOc1cccc(CNCc2cccnc2)c1OCc1ccccc1
    2 | -4 | 0% | -19% | -8% | -6% | 0.4 | -3% | 1%
32	CCn1c(SCC(=O)N2CCCC2=O)nc2ccccc21
    -12 | . | 4% | . | -2% | 1% | . | -3% | .
33	COc1ccc(-c2cc(C)no2)cc1S(=O)(=O)NCC(C)c1ccccc1 (configuration not stated)
    0 | 16 | -5% | 4%[11.4 µM] | -6% | 11% | 1.2 | -2% | -8%
34	CCCOC(=O)c1c(NC(=O)C2c3ccccc3Oc3ccccc32)sc2c1CCCC2
    -14 | . | 0% | ? | 0% | -28% | 0.1 | 3% | -1%
35	CCOC1=C2[C@@H](CN(S(=O)(=O)c3ccc(C)cc3)[C@H]2c2ccccc2)[C@H]2C(=O)N(c3ccccc3)C(=O)[C@H]2C1
    1 | . | 1% | . | . | 2% | . | -3% | .
36	CCOC(=O)c1c(NC(=O)CSc2nnc(C)s2)sc2c1CCCCC2
    1 | 21 | 3% | -29% | 0% | -4% | 0.5 | -4% | -2%
37	COC(=O)C1(C(O)C(=O)c2ccc(C)cc2C)CCCCC1 (configuration not stated)
    -7 | 16 | -5% | -16%[11.4 µM] | -6% | 0% | -2.9 | 1% | -2%
38	O=C(NCCc1ccccc1)C(c1cccs1)N(C(=O)c1csnn1)C1CC1 (configuration not stated)
    -5 | 4 | -4% | -30% | -2% | 0% | 2.3 | -4% | 5%
39	COCCNC(=O)CN(C(=O)CCC(=O)Nc1cc(C)on1)c1cccc(C)c1C
    -4 | -4 | 1% | -30% | . | 0% | 0.4 | -3% | 1%
40	O=C(COC(=O)c1cc(Cl)ccc1[N+](=O)[O-])NCc1ccc(Cl)cc1Cl
    -4 | 3 | -5% | 1% | -18% | -4% | 0.4 | -4% | 2%

ALOX12 inh: what is marked active above.
| nr | Molecule | D2 antag | Vif-APOBEC3G blk | RGS4 inhibitor | ALOX12 inh | Glioma ERSR ind | ERG-DNA inh |
| --- | --- | --- | --- | --- | --- | --- | --- |
| 27 | COc1ccc(CN2C(=O)c3cccnc3C2Nc2cc(Cl)ccc2OC)cc1 (configuration not stated) | -22 | 2% | 27% | 13µM* | 7% | -12% |

Not all compounds are listed; rates above refer to the full screens.
